High-throughput results deposited in PubChem BioAssay by several laboratories.
Scp1 inh = blocks human Scp-1 phosphatase activity; inhibition, % at 20 µM; Q9GZU7; 340,000 tested, 0.88% active; AID 493091; Recombinant Scp1, phosphopeptide, malachite green phosphate absorbance;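 active = inhibition above about 50% at 20 µM, limit read from the data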;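 note: plate controls were DMSO wells with enzyme for no effect and wells lacking enzyme for full effect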
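System: truncated SCP-1 phosphatase (76-261aa); medium: Tris acetate buffer pH 5.5 with MgCl2 and Tween-20; incubation: 45 min room-temperature reaction, 5 min colour, 30 min stabiliser; compound: single 20 µM dose, 1% DMSO; reagent: Phosphorylated 17-residue peptide substrate; read-out: % inhibition at 20 µM; technique: colorimetric free-phosphate detection, absorbance 630 nm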
SKN-1 block = blocks SKN-1 activity in C. elegans; C. elegans VP596 Pgst-4::GFP/RFP ratio, acrylamide-induced, 24 h; inhibition, % at 21.8 µM; 360,000 tested, 0.49% active; AID 624304;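 active = interference check ratio from 0.5 to 1.5 plus GFP to RFP signal ratio inhibition reaching or exceeding a fixed threshold, cut at about 30% in these data, passing the limit was not always enough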; note: some compounds called inactive have numbers as strong as hits
STEP inh = STEP (human) phosphatase inhibition; recombinant STEP, OMFP fluorogenic substrate, fluorescence; inhibition, % at 20 µM; 360,000 tested, 0.25% active;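 active = inhibition at 20 µM, scaled per plate between control wells, above about 37%, limit read from the data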;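 note: 0% = DMSO with enzyme and substrate and 100% = substrate only without enzyme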
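Test system: STEP tyrosine phosphatase / Reagent: OMFP at 25 µM / Doses: 20 µM, 1% DMSO / Read-out: percent inhibition scaled to no-enzyme and uninhibited-enzyme controls, plate-pattern corrected / Detection: FITC-channel fluorescence of OMFP product / Medium: Bis-Tris buffer pH 6.0, 2.5 mM DTT, 0.005% Tween 20 / Schedule: 20 min at room temperature, dark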
NadD block = inhibitors of Staphylococcus aureus NadD; purified NadD enzyme, colorimetric absorbance read-out; inhibition, % at 20 µM; 360,000 tested, 0.78% active; in the data active = inhibition above about 26%; note: some compounds past the cut are filed as inactive
SUMO1 PPI mod = alters human SUMO1 binding to SIM partners; P63165; SUMO1 binding to a labelled peptide, TR-FRET, 1 h; inhibition, % at 20 µM; 360,000 tested, 0.33% active; AID 602429; in the data active = inhibition above about 37%
Target sequence (P63165 whole entry, looked up): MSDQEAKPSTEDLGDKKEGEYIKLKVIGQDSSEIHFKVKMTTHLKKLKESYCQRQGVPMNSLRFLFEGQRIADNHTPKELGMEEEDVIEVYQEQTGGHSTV
Neddyl block = inhibitors of human cullin neddylation; calls only at 25 µM; TR-FRET cullin neddylation, biochemical; 360,000 tested, 0.58% active; P61081+Q13564; in the data active = inhibition above about 36%
Target sequence (P61081 whole entry, looked up): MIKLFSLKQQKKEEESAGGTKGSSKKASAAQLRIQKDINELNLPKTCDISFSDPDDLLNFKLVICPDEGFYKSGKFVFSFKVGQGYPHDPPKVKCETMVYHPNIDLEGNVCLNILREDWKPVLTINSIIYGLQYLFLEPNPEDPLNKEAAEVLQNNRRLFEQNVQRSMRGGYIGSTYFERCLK
Target sequence (Q13564 whole entry, looked up): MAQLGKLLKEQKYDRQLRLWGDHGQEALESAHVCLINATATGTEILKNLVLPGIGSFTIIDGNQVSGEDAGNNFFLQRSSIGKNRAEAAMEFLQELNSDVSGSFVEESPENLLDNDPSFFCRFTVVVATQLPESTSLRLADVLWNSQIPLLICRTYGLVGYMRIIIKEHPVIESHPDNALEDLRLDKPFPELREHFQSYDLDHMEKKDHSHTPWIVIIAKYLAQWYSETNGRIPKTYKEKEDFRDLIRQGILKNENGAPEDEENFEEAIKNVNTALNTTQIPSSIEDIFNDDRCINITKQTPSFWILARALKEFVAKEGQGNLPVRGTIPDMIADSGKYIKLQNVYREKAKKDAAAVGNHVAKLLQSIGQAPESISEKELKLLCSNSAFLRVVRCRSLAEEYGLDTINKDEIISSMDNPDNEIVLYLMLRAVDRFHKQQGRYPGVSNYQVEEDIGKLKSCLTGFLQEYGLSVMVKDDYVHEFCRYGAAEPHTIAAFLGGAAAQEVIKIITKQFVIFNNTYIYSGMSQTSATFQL
TbMetRS inhib = blocks T. brucei methionyl-tRNA synthetase activity | inhibition, % at 11.9 µM | 360,000 tested, 0.4% active | purified T. brucei MetRS, ATP depletion, Kinase-Glo luminescence;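 active = inhibition above a per-plate cutoff of the control wells' mean inhibition plus 3 SD, cut at about 5.5% in these data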;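 note: 0% = DMSO wells median and 100% = median of wells with control inhibitor compound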
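Material – parasite MetRS enzyme · Medium – HEPES-MgCl2-KCl buffer plus DTT, spermine, BSA, pyrophosphatase · Reagent – ATP, methionine and E. coli bulk tRNA substrates · Times – 15 min enzyme-compound preincubation, 2 h reaction, 10 min detection, 25 °C · Measured by – luminescence of leftover ATP · Evaluation – percent inhibition relative to median high and low control wells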
LMPTP inh = blocks human LMPTP phosphatase. inhibition, % at 20 µM. P24666. recombinant LMPTP-A, OMFP fluorogenic substrate, fluorescence intensity. AID 651560. 360,000 tested, 0.22% active;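 active = compounds that cut the enzyme signal by at least half of the control window in the single-dose screen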;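 note: plate controls were DMSO wells with enzyme plus substrate for no effect and substrate without enzyme for full effect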
Target sequence (P24666 whole entry, looked up): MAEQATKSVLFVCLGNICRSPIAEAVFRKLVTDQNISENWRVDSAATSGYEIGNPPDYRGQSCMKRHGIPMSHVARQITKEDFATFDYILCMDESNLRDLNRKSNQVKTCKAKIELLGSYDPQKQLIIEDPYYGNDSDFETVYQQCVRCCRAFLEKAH
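Buffer or medium: Bis-Tris pH 6.0, DTT, detergent; Assay system: LMPTP-A enzyme; Quantity: 0.625 nM enzyme; Detection: endpoint fluorescence intensity; Times: 50 min dark incubation at room temperature; Controls: substrate-only low control, DMSO enzyme-plus-substrate high control; Doses: single 20 µM dose; Read-out: percent inhibition versus substrate-only and uninhibited controls; Reagent: 400 µM OMFP.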
CendR NRP1 mod = alters CendR peptide binding to human NRP-1. inhibition, % at 25 µM. FAM-RPARPAR peptide binding to NRP-1, fluorescence polarization. AID 602438. 360,000 tested, 0.85% active;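 active = inhibition or corrected inhibition above about 18%, plus a signal ratio from 0.5 to 1.5, limit read from the data, passing the limit was not always enough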; note: strong numbers were not always called active
DNMT1 block = inhibitors of human DNMT1 | P26358 | DNMT1 molecular beacon, Hinp1I cleavage, fluorescence | inhibition (reported as % activation of signal), % at 10 µM | 360,000 tested, 0.83% active | AID 588458; in the data active = inhibition above about 50%
The depositor's hits bear a star; i = inactive; . = not tested or not shown.

#	mol	Scp1 inh	SKN-1 block	STEP inh	NadD block	SUMO1 PPI mod	Neddyl block	TbMetRS inhib	LMPTP inh	CendR NRP1 mod	DNMT1 block
1	COc1cc(NC(=O)NCC2CCN(Cc3ccc(C)cc3)CC2)cc(OC)c1OC	-9.1	6.7	1.1	-5.9	-2.2	i	-1.1	-1.0	16.0	-4.6
2	[O-][n+]1nc2ccccc2c2ccccc21	-2.7	12.8	-2.4	3.9	-30.8	i	0.3	-0.9	2.5	7.5
3	CCCn1nc(C(=O)OCC(=O)Nc2ccc(C)cc2)c2ccccc2c1=O	-7.7	-0.6	1.1	-2.3	-8.7	i	-0.2	1.4	-0.1	-1.6
4	C/C(=N/NC(=O)c1ccc2c(c1)OCO2)c1cccc(NC(=O)C(C)(C)C)c1	-11.3	-17.1	-7.2	0.1	3.3	i	0.2	-1.0	0.3	-2.0
5	Cc1ccc(-c2nn(-c3ccccc3)cc2C(=O)NCCCN2CCOCC2)cc1	-2.4	-2.6	-1.0	-1.6	3.9	i	0.0	0.3	10.1	-0.8
6	CCOC(=O)n1c(SCC(=O)N(CC)CC)nc2ccccc21	8.8	-10.0	-2.3	0.0	-2.3	i	-0.6	0.4	11.6	0.2
7	CC1(c2ccc(Cl)cc2)NC(=O)N(CC(=O)NCCC2=CCCCC2)C1=O (stereo not drawn)	0.7	-2.6	-0.3	-5.6	-24.7	i	-0.4	2.9	14.1	-0.6
8	Fc1cc(Br)ccc1Nc1nc2ccccc2n2nnnc12	-1.6	-6.3	-0.8	-1.7	7.0	i	0.2	-1.0	-23.1	18.4
9	COc1cccc(CNC(=O)CCNS(=O)(=O)c2cccc3nonc23)c1	-1.4	2.7	-1.9	-6.3	-19.8	i	0.3	0.0	-1.5	-2.2
10	COc1ccc(C(C#N)=C2C=CC(=NO)C(C)=C2Cl)cc1	-10.4	0.1	-0.7	3.2	-4.9	i	-0.2	1.4	-16.3	-10.9
11	O=c1ncn(-c2cccc(Cl)c2)c2ccccc12	-7.3	-1.2	0.1	-3.8	-5.3	i	-0.9	-1.0	-1.1	-1.0
12	NC(=S)N/N=C/c1ccc(-c2ccccc2)o1	8.8	-3.4	-1.6	9.2	-1.6	i	0.0	1.1	-14.6	-31.1
13	Cc1cccc(OCC(=O)NCC(=O)N/N=C/c2ccccc2)c1	-5.3	-6.0	-1.1	-10.8	7.4	i	-0.3	0.1	6.7	1.4
14	CCC(CO)NC(=O)c1cccc(S(=O)(=O)N2c3ccccc3CC2C)c1 (stereo not drawn)	2.6	-8.1	-1.5	-4.2	-0.6	i	-1.3	-1.0	16.3	1.9
15	Cc1cc(S(=O)(=O)N2CCCC2)ccc1OCC(=O)N1CCCCC1	-1.6	-8.7	-1.0	-3.9	5.4	i	-0.3	-0.3	15.1	1.2
16	CCn1nnnc1-c1ccc(OC)c(S(=O)(=O)NCc2ccccc2)c1	5.3	-21.9	-3.6	0.2	-2.7	i	-0.9	-0.8	7.4	3.4
17	Cc1nc2cc(C(F)(F)F)ccc2n1CCNc1nc(-c2ccc([N+](=O)[O-])c(Cl)c2)cs1	-5.6	-13.1	0.1	29.5	-2.0	i	0.4	4.1	-1.5	-21.9
18	Cc1ccc(CNC(=O)C2(C)Oc3ccccc3NC2=O)cc1 (stereo not drawn)	-1.0	-6.6	-1.4	0.7	-1.6	i	-1.3	0.2	-0.3	3.4
19	COc1ccc(NC(=S)NCC(c2ccco2)N2CCCC2)cc1 (stereo not drawn)	-8.3	-0.3	-2.9	-0.4	1.0	i	0.3	-1.5	10.8	1.2
20	Fc1ccccc1CCNc1nnnn1-c1ccccc1	-4.8	12.5	2.5	1.7	-2.5	i	-1.7	-2.0	1.3	1.6
21	COc1ccc(-c2csc(Nc3ccc(S(N)(=O)=O)cc3)n2)cc1	-0.2	-16.5	0.1	44.9*	2.4	i	0.2	2.3	-18.5	-33.0
22	COc1cccc(CN(C)C(=O)CCNC(=O)c2ccco2)c1	-7.3	-3.4	-1.6	-3.1	-5.1	i	-0.1	-1.1	-5.4	5.6
23	Cc1cc(C)nc(NC(=O)c2ccc([N+](=O)[O-])c(C)c2)n1	-9.5	2.4	-2.7	-4.2	-19.4	i	0.5	0.6	-0.1	2.5
24	COCCNC(=S)N1CCC2CC1c1cc(-c3ccc4c(c3)OCO4)ccc12 (stereo not drawn)	.	17.0	0.2	-9.7	11.2	i	-0.3	1.3	11.6	-1.6
25	Cc1cc(OC(C)C(=O)NC(Cc2c[nH]c3ccc(O)cc23)C(=O)O)c2c(C)c(C)c(=O)oc2c1 (stereo not drawn)	31.2	5.6	-0.6	-0.6	2.0	i	0.5	0.9	-2.6	2.2
26	COC(=O)NNC(=O)c1ccccc1C	-1.5	-3.0	0.3	1.9	0.4	i	-0.8	-1.1	1.0	2.4
27	Cc1ccc(CNC(=O)c2cc(C)nn2-c2ccccc2)cc1	-7.2	2.3	-0.6	-6.9	-1.3	i	-0.4	-0.3	-9.9	1.2
28	C/C(=N/OC(=O)c1ccccc1)c1oc(C)nc1C	-3.8	-7.0	0.8	-4.5	15.0	i	-0.6	-2.7	-13.7	-3.9
29	Cc1ccc2nc(SC(C)C(=O)N3CC(C)OC(C)C3)[nH]c2c1 (stereo not drawn)	-6.5	1.6	-1.1	-4.8	-0.2	i	-0.2	-1.0	4.0	-1.6
30	CCc1ccc(S(=O)(=O)NCCc2cn3cccc(C)c3n2)s1	-3.9	7.3	0.8	-1.3	-1.7	i	-0.4	-0.7	6.9	3.9
31	Cc1ccc(O)c(CNc2cccc3cccnc23)c1	-0.7	4.0	-0.4	15.7	-11.1	i	1.4	1.3	3.4	-28.2
32	O=C(c1cc(-c2ccc(Cl)c(Cl)c2)on1)N1CCN(c2ccccc2)CC1	0.2	17.8	-1.1	-7.7	3.0	i	-0.5	1.1	-16.5	-4.9
33	O=C(O)CCN1C(=O)/C(=C\c2cccc(OCc3ccccc3)c2)SC1=S	24.8	2.5	5.4	7.4	14.2	i	0.1	2.2	-63.2	1.0
34	CCc1ccc2c(COC(=O)c3n[nH]c4ccccc34)cc(=O)oc2c1	2.5	1.7	-7.7	-0.3	32.0	i	0.1	0.0	2.5	-7.4
35	Cc1ccccc1OS(=O)(=O)c1cccc([N+](=O)[O-])c1	.	16.1	3.3	-4.0	-30.1	i	-0.2	1.9	0.1	-3.0
36	Oc1ccc(C[C@@H](CN2CCCC2CN2C(=S)NC[C@@H]2Cc2ccccc2)N2C[C@H](Cc3ccccc3)N(CC3CCCCC3)C2=S)cc1 (stereo partly drawn)	.	3.4	.	43.9*	2.5	i	-0.8	2.5	0.3	.
37	COc1ccccc1-c1ccc2c(c1)O[C@@H](CN(C)C(=O)c1ccncc1)[C@H](C)CN([C@@H](C)CO)S2(=O)=O	.	-9.9	3.5	-0.1	-1.0	i	-1.3	-2.3	-4.3	2.9
38	CCc1ccc(NC(=O)CN2C(=O)COc3ccc(S(=O)(=O)N4CCCC4)cc32)cc1	22.7	8.6	-0.8	-6.1	1.5	i	-0.4	0.2	-0.9	0.2
39	N/C(=N\OC(=O)c1ccc(F)cc1)c1ccccc1	-7.7	8.6	-1.9	-1.6	-0.2	i	0.1	-0.1	11.0	6.3
40	Cc1cc(=O)n2c(n1)SCOC2	2.7	-7.8	-5.1	-3.4	3.0	i	-0.4	-0.9	-0.5	2.5
41	COc1cccc(NC(=O)CNc2cc(S(=O)(=O)N3CCOCC3)ccc2N2CCCC2)c1	-8.1	5.4	-1.0	1.9	-2.5	i	1.2	0.7	3.2	-3.5
42	O=C(/C=C/c1cccnc1)c1ccccc1O	-11.0	-7.3	3.8	-2.8	-2.2	i	-1.2	-0.2	3.8	-4.4
43	COc1cccc(NC(C(=O)Nc2cccc(C(C)=O)c2)c2ccccc2)c1 (stereo not drawn)	2.4	-11.3	-2.2	4.6	1.6	i	-1.6	0.6	-2.0	-8.2
44	O=C(Nc1ccccc1F)c1ccccc1-c1ccc(C(F)(F)F)cc1	-19.4	10.1	1.1	-6.1	1.7	i	0.5	0.8	-5.8	-4.6
45	COC(=O)C1=C(N)c2c(F)cccc2C1(C#N)c1ccc(F)cc1 (stereo not drawn)	14.4	7.5	-0.2	1.3	0.5	.	-0.3	0.1	0.6	-3.6
46	Cc1ccc(C(=O)NC(=S)NNC(=O)COc2ccccc2C)cc1	-2.5	10.1	-0.7	-4.0	2.5	i	-0.7	-0.7	16.9	-4.7
47	CCOc1ccccc1NC(=O)CCn1nc(C)c(S(=O)(=O)N2CCCCC2)c1C	14.2	11.5	-2.4	-4.2	0.6	i	-0.7	-1.1	14.3	3.3
48	NC(=O)Cn1c(=O)n(Cc2ccco2)c(=O)c2c3c(sc21)CCCCC3	70.5*	5.7	15.5	2.6	12.5	i	0.3	8.3	-20.1	82.9*

Entries shown so far with a thiophene ring, fused or not:
#	mol	Scp1 inh	SKN-1 block	STEP inh	NadD block	SUMO1 PPI mod	Neddyl block	TbMetRS inhib	LMPTP inh	CendR NRP1 mod	DNMT1 block
30	CCc1ccc(S(=O)(=O)NCCc2cn3cccc(C)c3n2)s1	-3.9	7.3	0.8	-1.3	-1.7	i	-0.4	-0.7	6.9	3.9
48	NC(=O)Cn1c(=O)n(Cc2ccco2)c(=O)c2c3c(sc21)CCCCC3	70.5*	5.7	15.5	2.6	12.5	i	0.3	8.3	-20.1	82.9*

Compounds as they come (roughly 4.6% active in at least one column).
